Assay outcomes (PubChem BioAssay)
CSM14.1 death rescue = protection against thapsigargin-triggered cell killing – 384-well, CSM14.1, ATP luminescence, primary screen (AID 1222) | CSM14.1 thapsigargin-induced death rescue, ATP luminescence; higher % means a stronger effect | one-dose cellular ATP content (survival), % at 20 µM; EC50 in µM for titrated hits | 190,000 tested, under 10 active;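 active = EC50 below 50 µM in the dose-response confirmation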;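 note: death triggered by thapsigargin at about 15 µM added after 2 h compound pretreatment; cell ATP read after overnight thapsigargin exposure of roughly 18 to 22 hours; normalized against plate controls of thapsigargin alone and 5% DMSO vehicle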
SV40 large T antigen = TAg ATPase/helicase activity blockers – biochemical (AID 1903); SV40 large T antigen ATPase/helicase inhibition assay; higher % means a stronger effect; inhibition, % at 20 µM, or IC50 in µM where a hit was titrated; 310,000 compounds, 0.39% hits; in the data active = a potency from the dose series; note: strong numbers were not always called active
Insulin prom up = MIN6 insulin promoter up-regulation | z-score at 5 µM | 190,000 compounds, 0.3% hits | MIN6 insulin promoter-GFP reporter, high-content imaging; stronger effect = higher value;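 active = z-score above 3 at 5 µM with at least 500 cells counted in the well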
Salmonella PhoP GFP = inhibitors of PhoP regulon expression, primary screen, Salmonella Typhimurium, GFP reporter (AID 1863). inhibition, % at 50 µM; hits with a dose series show IC50 in µM. S. Typhimurium PhoP-regulated promoter GFP reporter, 4 h; higher % means a stronger effect. 300,000 compounds, 0.16% hits;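 active = inhibition over 29.93%, a cutoff 3 SD above the screen mean, later confirmed by dose response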;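 note: 0% = low Mg2+ inducing control and 100% = high Mg2+ repressing control; strong numbers were not always called active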
human PMI inhibitors = human PMI inhibitors, high substrate, primary screen, biochemical, fluorescence intensity, high mannose 6-phosphate (AID 1220). recombinant PMI enzyme, coupled fluorescence intensity; higher % means a stronger effect. inhibition, % at 20 µM, or IC50 in µM where a hit was titrated. 190,000 compounds, 0.66% hits
PMI inhibitors = MPI enzyme activity inhibition – biochemical, fluorescence intensity, coupled assay, primary screen (AID 1209) | 190,000 compounds, 0.42% hits | inhibition, % at 20 µM; hits with a dose series show IC50 in µM | purified PMI enzyme, coupled fluorescence intensity; higher % means a stronger effect;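 note: plate controls were DMSO vehicle for no effect and wells lacking substrate for full effect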
RSV antiviral HEp-2 = RSV antiviral activity via CPE protection, HEp-2 cells, primary 10 µM value included (AID 2391); 310,000 compounds, 0.13% hits; HEp-2 cells, RSV-induced CPE inhibition; higher % means a stronger effect; one-dose CPE inhibition, % at 10 µM; IC50 in µM for titrated hits; in the data active = a potency from the dose series; note: strong numbers were not always called active
TNAP activators = human TNAP enzyme activators, primary screen, biochemical, luminescent, no phosphate acceptor, uHTS (AID 1001) | purified TNAP, luminescent activation assay, no phosphate acceptor; higher activation fold means a stronger effect | one-dose activation fold at 20 µM; EC50 in µM for titrated hits | 200,000 compounds, 0.03% hits; in the data active = activation fold from about 3, or a potency from the dose series; inactive = the rest, 99 in 100 with activation fold below about 1.6; note: many of its hits are not listed in these tables
West Nile antiviral = West Nile virus antiviral activity, cell-based, CPE readout (AID 1621) | West Nile virus-infected cells, CPE inhibition; higher % means a stronger effect | one-dose CPE inhibition, % at 10 µM; IC50 in µM for titrated hits | 290,000 compounds, 0.02% hits; in the data active = a potency from the dose series; note: strong numbers were not always called active
Insulin prom up cell count = also measured in Insulin prom up; calls as there; cell count; measured here: cytotoxicity, nuclei count;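 total cells summed across four imaged fields per well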
Starred values were filed as active, the others as inactive; & = joins results of further samples. Cut-off read from the data, not from the text of the source, unless noted: active = inhibition above about 50%; inactive = the rest. Not a hit list. About 1.5% of those tested had a hit in this group.

CCOc1ccc(CN2CCNC(=O)C2CC(=O)NC2CCCCCC2)cc1 (centres undefined) was read as SV40 large T antigen 11.5%, Salmonella PhoP GFP -1.5%, RSV antiviral HEp-2 3.8% and West Nile antiviral -0.7%.
For CCOc1ccc(NC(=O)CC2C(=O)N(c3ccccc3)C(=O)N2Cc2ccco2)cc1 (centres undefined) the results were CSM14.1 death rescue -0.4%, SV40 large T antigen 25.3%, Insulin prom up -0.65, Salmonella PhoP GFP -0.9%, human PMI inhibitors -3.4%, PMI inhibitors -0.7%, RSV antiviral HEp-2 8.2%, TNAP activators 1.1, West Nile antiviral 0.1% and Insulin prom up cell count 1503.
Screening COc1ccc(/C=C2\CCC(C3CCCC3)C2=O)cc1 (centres undefined) returned SV40 large T antigen 9.4%, Salmonella PhoP GFP -4.1%, RSV antiviral HEp-2 3.5% and West Nile antiviral -0.3%.
`CCOC(=O)c1ccc(NC(=O)CCS(=O)(=O)c2ccc(Br)s2)cc1` gave CSM14.1 death rescue -1.1%, SV40 large T antigen 7.0%, Salmonella PhoP GFP 5.0%, human PMI inhibitors 2.5%, PMI inhibitors 14.0%, RSV antiviral HEp-2 1.8%, TNAP activators 1.1 and West Nile antiviral 0.6%.
CC(=O)CCCCn1cnc2c1c(=O)n(C)c(=O)n2C was read as CSM14.1 death rescue -0.1%, SV40 large T antigen 11.7%&-4.2%, Insulin prom up 0.61, Salmonella PhoP GFP -3.4%&-0.8%, human PMI inhibitors -0.9%, PMI inhibitors 4.1%, RSV antiviral HEp-2 -1.4%, TNAP activators 1.1, West Nile antiviral -0.1% and Insulin prom up cell count 1332.
Screening COCCC(=O)N1CCC(Oc2ccc(C(=O)N3CCCCC3COC)cc2)CC1 (centres undefined) returned SV40 large T antigen 7.5%, Salmonella PhoP GFP -0.1%, RSV antiviral HEp-2 1.1% and West Nile antiviral -1.0%.
`O=C(COC(=O)CCSc1ccccc1Cl)NCc1ccco1` gave CSM14.1 death rescue -0.3%, SV40 large T antigen 7.5%, Insulin prom up 0.1, Salmonella PhoP GFP -7.2%, human PMI inhibitors 4.0%, PMI inhibitors 6.3%, RSV antiviral HEp-2 1.1%, TNAP activators 1.1, West Nile antiviral 0.2% and Insulin prom up cell count 1628.
For COc1cc(/C=N/NC(=O)c2cnccn2)cc(OC)c1OC the results were CSM14.1 death rescue -3.0%, SV40 large T antigen -1.6%, Insulin prom up -0.53, Salmonella PhoP GFP 4.2%, human PMI inhibitors 0.5%, PMI inhibitors 7.2%, RSV antiviral HEp-2 1.4%, TNAP activators 1.1, West Nile antiviral 0.7% and Insulin prom up cell count 1528.
`COc1ccc(C2C=C(C34CC5CC(CC(C5)C3)C4)NC(=S)N2)cc1OC` (centres undefined) gave CSM14.1 death rescue -1.4%, SV40 large T antigen 9.1%, Insulin prom up -0.84, Salmonella PhoP GFP 2.1%, human PMI inhibitors 13.5%, PMI inhibitors 16.2%, RSV antiviral HEp-2 2.0%, TNAP activators 0.9, West Nile antiviral -1.2% and Insulin prom up cell count 1314.
`COc1ccc(-c2noc(CN(C(=O)c3ccc(OC(C)=O)cc3)C(C)C)n2)cc1OC` gave CSM14.1 death rescue -1.3%, SV40 large T antigen 20.3%, Insulin prom up 0.44, Salmonella PhoP GFP 4.6%, human PMI inhibitors 16.0%, PMI inhibitors 16.7%, RSV antiviral HEp-2 1.6%, TNAP activators 1, West Nile antiviral -0.2% and Insulin prom up cell count 1261.
C=CCN(CC=C)CC(O)CN(c1cc([N+](=O)[O-])ccc1OC)S(=O)(=O)c1ccccc1 (centres undefined) was read as CSM14.1 death rescue -1.8%, SV40 large T antigen 10.7%, Insulin prom up 1.05, Salmonella PhoP GFP -9.4%, human PMI inhibitors -4.8%, PMI inhibitors 3.2%, RSV antiviral HEp-2 0.3%, TNAP activators 1.1, West Nile antiviral -0.9% and Insulin prom up cell count 1340.
Screening O=C(O/N=C1\CCCc2ccccc21)C1CC1 returned CSM14.1 death rescue -0.6%, SV40 large T antigen 5.1%, Insulin prom up -0.16, Salmonella PhoP GFP 2.4%, human PMI inhibitors -3.2%, PMI inhibitors -5.3%, RSV antiviral HEp-2 2.3%, TNAP activators 1.1, West Nile antiviral -1.3% and Insulin prom up cell count 1353.
O=[N+]([O-])c1cc2c(cc1/C=N/n1cnnc1)OCO2 was read as CSM14.1 death rescue -2.3%, SV40 large T antigen 4.4%, Insulin prom up 0.04, Salmonella PhoP GFP -5.9%, human PMI inhibitors 13.0%, PMI inhibitors -1.3%, RSV antiviral HEp-2 1.3%, TNAP activators 1.1, West Nile antiviral 0.0% and Insulin prom up cell count 1350.
Screening CCCCN(C(=O)/C=C/c1ccco1)c1c(N)n(CC(C)C)c(=O)[nH]c1=O returned CSM14.1 death rescue -1.2%, SV40 large T antigen 19.8%, Insulin prom up -0.06, Salmonella PhoP GFP -6.4%, human PMI inhibitors -7.7%, PMI inhibitors -14.2%, RSV antiviral HEp-2 4.8%, TNAP activators 1.1, West Nile antiviral 0.2% and Insulin prom up cell count 1383.
For Cc1cccc(N2C(=O)c3ccc(C(=O)Nc4ccccn4)cc3C2=O)c1 the results were SV40 large T antigen 6.7%, Salmonella PhoP GFP 1.7%, RSV antiviral HEp-2 3.8% and West Nile antiviral 0.3%.
Screening CCc1ccc(Nc2nc(C)cc(C)c2C(N)=O)cc1 returned SV40 large T antigen 5.5%, Salmonella PhoP GFP 1.4%, RSV antiviral HEp-2 0.9% and West Nile antiviral 0.2%.
Screening CCCN(CC1COc2ccccc2O1)C(=S)Nc1ccc(C)cc1 (centres undefined) returned CSM14.1 death rescue -0.9%, SV40 large T antigen 1.1%, Insulin prom up -0.23, Salmonella PhoP GFP 1.2%, human PMI inhibitors -0.6%, PMI inhibitors 8.0%, RSV antiviral HEp-2 3.5%, TNAP activators 1.2, West Nile antiviral -0.4% and Insulin prom up cell count 1343.
For COc1ccc(NC(=O)C(c2ccc(OC)cc2)N(Cc2ccco2)C(=O)CC2NC(=O)NC2=O)cc1 (centres undefined) the results were CSM14.1 death rescue 0.2%, SV40 large T antigen 34.3%, Insulin prom up -0.06, Salmonella PhoP GFP -6.2%, human PMI inhibitors -5.4%, PMI inhibitors -6.9%, RSV antiviral HEp-2 1.4%, TNAP activators 1.1, West Nile antiviral 0.3% and Insulin prom up cell count 1261.
COc1ccccc1C(=O)OCC(=O)Nc1ccccc1OC(F)F was read as SV40 large T antigen 4.7%, Insulin prom up -0.02, Salmonella PhoP GFP -1.6%, RSV antiviral HEp-2 -1.1%, West Nile antiviral 0.2% and Insulin prom up cell count 1093.
For CCSc1nnc(NC(=O)CSc2nnc(Cc3cccn3C)n2-c2ccc(F)cc2)s1 the results were CSM14.1 death rescue -0.1%, SV40 large T antigen 10.7%, Insulin prom up -0.16, Salmonella PhoP GFP 2.6%, human PMI inhibitors 3.7%, PMI inhibitors 5.3%, TNAP activators 1.1 and Insulin prom up cell count 1604.
Screening COc1ccc(-n2c(O)c(C=Nc3ccccc3)c3ccccc3c2=O)cc1 returned CSM14.1 death rescue 0.1%, SV40 large T antigen 2.8%, Insulin prom up -0.6, Salmonella PhoP GFP -8.8%, human PMI inhibitors -13.5%, PMI inhibitors -15.2%, RSV antiviral HEp-2 0.4%, TNAP activators 1.1, West Nile antiviral 0.5% and Insulin prom up cell count 1127.
Screening O=C(Nc1cc([N+](=O)[O-])ccc1F)c1cccs1 returned CSM14.1 death rescue -1.4%, SV40 large T antigen 5.3%, Insulin prom up 0.11, Salmonella PhoP GFP -10.2%, human PMI inhibitors -12.4%, PMI inhibitors -4.7%, RSV antiviral HEp-2 -0.5%, TNAP activators 1.1, West Nile antiviral 0.4% and Insulin prom up cell count 1325.
For Nc1ccccc1Nc1nc2ccccc2[nH]1 the results were SV40 large T antigen 26.5%, Salmonella PhoP GFP 7.3%, RSV antiviral HEp-2 0.3% and West Nile antiviral -1.0%.
For O=C(COC(=O)COc1cccc2ccccc12)NCC(F)(F)F the results were CSM14.1 death rescue -2.2%, SV40 large T antigen 13.1%, Salmonella PhoP GFP -12.2%, human PMI inhibitors 17.9%, PMI inhibitors 6.0%, RSV antiviral HEp-2 0.9%, TNAP activators 1 and West Nile antiviral -0.1%.
`O=C(CN(CC1CCCO1)C(=O)CCC(=O)Nc1ccccn1)NCc1ccccc1` (centres undefined) gave CSM14.1 death rescue -1.2%, SV40 large T antigen 9.6%, Insulin prom up -0.05, Salmonella PhoP GFP 2.3%, human PMI inhibitors -8.1%, PMI inhibitors -3.6%, RSV antiviral HEp-2 0.4%, TNAP activators 1.1, West Nile antiviral 0.2% and Insulin prom up cell count 1204.
For CCc1ccc(CN(C(=O)c2cccs2)C2CCS(=O)(=O)C2)cc1 (centres undefined) the results were SV40 large T antigen 1.3%, Salmonella PhoP GFP -2.2%, RSV antiviral HEp-2 -0.1% and West Nile antiviral -1.2%.
Screening CN(C)c1cccc(C(=O)N2CCCC(C(=O)c3cc(F)ccc3F)C2)c1 (centres undefined) returned CSM14.1 death rescue 0.0%, Insulin prom up 0.24, human PMI inhibitors 4.5%, PMI inhibitors 3.5%, RSV antiviral HEp-2 1.7%, TNAP activators 1.1, West Nile antiviral -1.2% and Insulin prom up cell count 1397.
Screening COc1ccc(C(=O)N/C(=C\c2ccco2)C(=O)NCCN2CCOCC2)cc1 returned SV40 large T antigen 2.3%, Salmonella PhoP GFP 7.2%, RSV antiviral HEp-2 2.2% and West Nile antiviral 0.4%.
Screening Cc1nn(-c2ccc(N3CCOCC3)nn2)c(C)c1CCC(=O)NCc1ccccc1F returned SV40 large T antigen 7.1%, Salmonella PhoP GFP -7.5%, RSV antiviral HEp-2 1.9% and West Nile antiviral 0.5%.
`CCn1cc(C(=O)N[C@@H](C)C(=O)NCCCN2CCOCC2)c(=O)c2cc3c(cc21)OCO3` gave SV40 large T antigen 13.3%, Salmonella PhoP GFP -1.5%, RSV antiviral HEp-2 2.6% and West Nile antiviral 1.1%.
C=CCNC(=O)C1CC(=O)N(c2ccc(OCC(=O)NCc3ccccc3)cc2)C1 (centres undefined) was read as CSM14.1 death rescue -3.4%, SV40 large T antigen 11.3%, Insulin prom up -0.29, Salmonella PhoP GFP 15.0%, human PMI inhibitors 8.1%, PMI inhibitors 9.1%, RSV antiviral HEp-2 0.9%, TNAP activators 1.1, West Nile antiviral -0.1% and Insulin prom up cell count 1337.
For CN(N)C(=S)Nc1ccc(F)cc1 the results were CSM14.1 death rescue 0.4%, SV40 large T antigen 11.7%, Insulin prom up -0.24, Salmonella PhoP GFP 0.1%, human PMI inhibitors -5.3%, PMI inhibitors -6.1%, RSV antiviral HEp-2 1.1%, TNAP activators 1.2, West Nile antiviral -0.1% and Insulin prom up cell count 1245.
For COc1cccc(-c2nnc(SCC(=O)N3CCOCC3)o2)c1 the results were CSM14.1 death rescue -1.1%, SV40 large T antigen 13.9%, Insulin prom up 0.44, Salmonella PhoP GFP -12.2%, human PMI inhibitors -2.9%, PMI inhibitors -12.5%, RSV antiviral HEp-2 0.2%, TNAP activators 1, West Nile antiviral 0.4% and Insulin prom up cell count 1208.
